# Myeloid diff MLP = compounds promoting myeloid differentiation. calls only at 10 µM. AID 624256. ER-HoxA9 myeloid progenitors, lysozyme-GFP differentiation, flow cytometry. actives 1% (n = 360,000);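 active = normalized GFP-positive differentiation at or above the plate's own cutoff, the solvent-only control mean plus 3 SD; inconclusive = no clear call, values can overlap the other calls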;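 note: cells exposed to compound for four days before flow analysis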
# West Nile antiviral = West Nile virus antiviral activity, cell-based, CPE readout (AID 1621); West Nile virus-infected cells, CPE inhibition; higher % means a stronger effect; actives 0.02% (n = 290,000); CPE inhibition, % at 10 µM, or IC50 in µM where a hit was titrated; in the data active = a potency from the dose series; inconclusive = CPE inhibition mostly from about 3.7% at the one dose, without a potency; inactive = the rest, 99 in 100 with CPE inhibition below about 2.2%; note: strong numbers were not always called active
# bCat nuc transl = alters nuclear translocation of beta-catenin in HeLa cells; AID 1665; nuclear translocation activity, % at 5 µM; actives 0.3% (n = 190,000); immunofluorescence imaging;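 active = nuclear translocation activity above 50% at 5 µM, with a well cell count of 50 or more; inconclusive = wells under 50 cells across six images, flagged as toxic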;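 note: per-cell ratio of nuclear to cytoplasmic median beta-catenin stain intensity; plate controls were DMSO negative control for no effect and GSK-3 inhibitor IX positive control for full effect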
#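 assay system = human HeLa cells, endogenous beta-catenin | times = compound treatment 24 h, 37°C, 5% CO2 | detection = Anti-beta-catenin immunofluorescence on PFA-fixed, Triton-permeabilized cells, DAPI nuclei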
# PhoP inhibition = inhibitors of PhoP regulon expression, primary screen, Salmonella Typhimurium, GFP reporter (AID 1863); S. Typhimurium PhoP-regulated promoter GFP reporter, 4 h; higher % means a stronger effect; one-dose inhibition, % at 50 µM; IC50 in µM for titrated hits; actives 0.16% (n = 300,000);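 active = inhibition over 29.93%, a cutoff 3 SD above the screen mean, later confirmed by dose response; inconclusive = inhibition over 29.93% but no dose response follow-up; inactive = inhibition at most 29.93% or unconfirmed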;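 note: 0% = low Mg2+ inducing control and 100% = high Mg2+ repressing control; strong numbers were not always called active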
# T cell modulator = modulates CD8 T cell binding to vesicles; 2C CD8+ T cell-vesicle binding, flow cytometry; hits give low values; calls only at 7 µM; actives 0.068% (n = 330,000); AID 2052;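 active = response, share of CD8 T cells binding vesicles, and their 90th percentile fluorescence all below set limits, cut at about 80% in these data, passing the limit was not always enough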
#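 Incubation: binding step 1.5 h, 37 °C, antibody labelling 20 min, ice; system: murine 2C transgenic CD8+ T lymphocytes; technique: cytometric PE anti-B7-1 and Alexa647 anti-CD8 signals after 1% paraformaldehyde fixation; also added: QL9-charged Drosophila Ld/ICAM-1/B7-1 vesicles; control set: naked versus QL9-loaded vesicles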
# Large T inhibition = TAg ATPase/helicase activity blockers – biochemical (AID 1903). SV40 large T antigen ATPase/helicase inhibition assay; higher % means a stronger effect. inhibition, % at 20 µM; hits with a dose series show IC50 in µM. actives 0.39% (n = 310,000); in the data active = a potency from the dose series; inconclusive = inhibition mostly from about 32% at the one dose, without a potency; inactive = the rest, 99 in 100 with inhibition below about 32%; note: strong numbers were not always called active
# Rac1 GTP hydrolysis = MgcRacGAP GTPase-activating activity inhibitors, confirmation, biochemical, ADP Hunter fluorescence | MgcRacGAP-stimulated Rac1 GTP hydrolysis, ADP Hunter fluorescence; higher % means a stronger effect; GST-tagged Rac1 F28L mutant substrate | actives 0.6% (n = 340,000) | one-dose inhibition, % at 30 µM; IC50 in µM for titrated hits;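 active = first-screen hits whose inhibition reached a set limit at any dose in the follow-up dose series; inconclusive = inhibition above the set first-screen limit but never retested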;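 note: fluorescence reports GDP produced by GAP-driven GTP hydrolysis; strong numbers were not always called active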
# WT yeast gro inh = growth inhibition of WT yeast, mitochondrial fusion screen; mitochondrial fusion phenotypic screen, WT strain; inhibition, % at 10 µM; actives 2.1% (n = 190,000); in the data active = inhibition above about 58%; tested in S. cerevisiae
# RSV antiviral HEp-2 = inhibition of RSV-induced cytopathic effect – HEp-2 cells, primary 10 µM value included (AID 2391); HEp-2 cells, RSV-induced CPE inhibition; higher % means a stronger effect; CPE inhibition, % at 10 µM, or IC50 in µM where a hit was titrated; actives 0.13% (n = 310,000); in the data active = a potency from the dose series; inconclusive = CPE inhibition mostly from about 23% at the one dose, without a potency; inactive = the rest, 99 in 100 with CPE inhibition below about 21%; note: strong numbers were not always called active
# WT yeast gro inh mutant strain = second read-out of WT yeast gro inh, no call of its own (marks repeat the call); inhibition, %; mitochondrial fusion phenotypic screen, mutant strain inhibition
# bCat nuc transl cell count 5 µM = recorded beside bCat nuc transl, whose call it bears; cell count; measured here: cell count, cytotoxicity flag
# T cell modulator vesicle-bound % = second read-out of T cell modulator, no call of its own (marks repeat the call); double positive events, %; measured here: CD8+ vesicle-bound cell fraction;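 binding gate set so that unloaded-vesicle control wells show 10% double positive cells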
# Myeloid diff MLP GFP+ MAC1+ % = further read-out of Myeloid diff MLP, marked with its call; GFP+ MAC1+ double positive, %; measured here: differentiation confirmed by MAC1 staining
# An asterisk follows results filed as active; i = inactive; u = inconclusive; x = not tested or not shown; & = joins results of further samples.
Compound,Myeloid diff MLP,T cell modulator,T cell modulator vesicle-bound %,Large T inhibition,Rac1 GTP hydrolysis,PhoP inhibition,WT yeast gro inh mutant strain,bCat nuc transl cell count 5 µM,Myeloid diff MLP GFP+ MAC1+ %,WT yeast gro inh,RSV antiviral HEp-2,bCat nuc transl,West Nile antiviral
CCCCNC(=O)/C(=C\c1ccc([N+](=O)[O-])o1)NC(=O)c1ccccc1,i,i,48,8%,1%,18%,1,1092,0.3,6,-1.4%,5.2,0.1%
Cc1c(NS(=O)(=O)c2cccc(C(=O)O)c2)c(=O)n(-c2ccccc2)n1C,i,i,21,12%,7%,-5%,x,x,4.1,x,0.6%,x,0.1%
CCNC(=O)CN(c1ccc(Oc2ccccc2)cc1)S(=O)(=O)c1ccccc1,i,i,24,21%,8%,-4%,x,x,1.1,x,3.9%,x,-1.1%
O=C(NCCCN1CCOCC1)c1ccc(Sc2ccc(F)cc2)c([N+](=O)[O-])c1,i,i,54,-2%,9%,-4%,-1,962,0.3,0,-0.4%,7.4,-0.8%
COc1cccc(C(=O)OCCN2C(=O)c3ccccc3C2=O)c1OC,i,i,57,5%,0%,-15%,34,1179,1.1,46,-0.6%,0.9,0.0%
COc1ccccc1NC(=S)N(Cc1cccs1)C1CCCC1,i,i,6,6%,3%,-2%,42*,1064,1.0,75*,8.1%,-1.2,-0.2%
COc1ccccc1/C=C/C(=O)NCC(=O)N/N=C(\CCC(=O)O)c1ccccc1,i,i,61,10%,6%,-5%,-21,957,0.2,-5,1.8%,-2.9,0.6%
COc1ccc(C)cc1NC(=O)CN(C)C1CCCCC1,i,i,52,16%,7%,4%,x,x,0.5,x,1.9%,x,-0.3%
S=C(NC1CCCCC1)N1CCOCC1,i,i,54,17%,5%,-3%,x,1296,0.6,x,0.6%,-0.3,0.6%
COC(=O)c1ccc(OC(=O)CN2C(=O)c3ccccc3C2=O)cc1,i,i,63,10%,7%,1%,x,x,0.6,x,0.6%,x,0.3%
COc1ccc([N+](=O)[O-])cc1C1NN=C(c2ccccc2O)S1 (stereo unspecified),i,i,18,0%,10%,-3%,-13,1365,0.6,15,8.3%,-0.5,0.5%
Cc1cccc(C(=O)NCCc2ccc(S(N)(=O)=O)cc2)c1[N+](=O)[O-],i,i,35,5%,6%,0%,-12,563,1.0,-1,1.9%,-8.1,0.3%
O=C(NCc1ccco1)C(c1ccccc1)N(Cc1cccnc1)C(=O)Cn1nnc2ccccc21 (stereo unspecified),i,i,18,5%,7%,1%,7,1146,0.9,-1,-0.3%,0.9,-0.6%
C#CCOCCOCCOCCNc1nc(N2CCN(C(=O)CCCCCCCCCCNC(=O)[C@H](CCCCN)n3cc(C)nn3)CC2)nc(N2CCN(C(=O)CCCCCCCCCCNC(=O)[C@@H]([C@H](C)O)n3cc(C)nn3)CC2)n1,i,i,36,17%,u,-10%,x,x,0.5,x,8.3%,x,x
CC(C)c1ccc(NC(=O)COC(=O)CCC(=O)c2cccs2)cc1,i,i,38,0%,7%,11%,-3,1088,0.8,7,2.1%,-1.0,-0.2%
Cc1nc2sc(-c3ccccc3)cc2c(=O)n1N,i,i,50,7%,-2%,0%,x,1012,0.7,x,16%,1.8,-0.5%
Cc1cc2oc(=O)cc(CN3CCOCC3)c2cc1Cl,i,i,2,-1%,11%,6%,x,x,1.2,x,0.1%,x,0.1%
CCOCCCNC(=O)c1cccs1,i,i,30,-4%,14%,2%,3,1146,0.5,6,1.1%,-3.1,0.0%
Cc1c(NS(=O)(=O)c2ccc(N3CCCCC3)c([N+](=O)[O-])c2)c(=O)n(-c2ccccc2)n1C,i,i,8,4%,5%,5%,-9,964,1.8,-10,0.9%,0.6,-0.2%
CCOC(=O)N1CCC(NC(=O)CN2C(=O)COc3ccc(C(C)(C)C)cc32)CC1,i,i,10,5%,14%,0%,9,1387,5.9,12,-1.8%,-0.2,x
C=CCn1c(Cc2c[nH]c3ccccc23)n[nH]c1=S,i,x,x,7%,6%,1%,17,1146,2.2,19,1.1%,1.9,-0.7%
Cc1c(NS(=O)(=O)c2cc(C(=O)NCC3CCCO3)cc(Cl)c2Cl)c(=O)n(-c2ccccc2)n1C (stereo unspecified),i,i,37,9%,10%,5%,x,x,1.9,x,-0.3%,x,x
COC(=O)C1=C(C)NC(C)=C(C(=O)OC)C1C(=O)OC(C)C(=O)c1ccccc1 (stereo unspecified),i,i,40&24,3%,5%&2%,-7%,7,1109,0.5&0.7,-1,-0.2%&-1.0%,-2.1,0.3%
CCOC(=O)c1sc(C)c2c1NC(C)(c1cccs1)NC2=O (stereo unspecified),i,i,14,5%,7%,-15%,27,1084,4.9,48,-0.5%,0.0,-0.2%
CCOc1ccc(N2CC(C(=O)NCc3ccccc3)CC2=O)cc1 (stereo unspecified),i,i,47,3%,10%,-1%,3,1147,0.0,-5,1.1%,-1.0,0.2%
O=C(N/N=C/c1c(Cl)cccc1Cl)c1ccccc1F,i,i,29,-2%,-2%,-2%,-16,x,0.8,-13,0.8%,x,-0.6%
O=C1CCC(C(=O)N2CCOCC2)CN1Cc1cccc(C(F)(F)F)c1 (stereo unspecified),i,i,12,2%,10%,-4%,x,x,3.2,x,1.1%,x,-0.2%
Cc1nc(C(C)N(C)Cc2c(C(=O)N3CCCCC3)nc3c(C)cccn23)c(C)s1 (stereo unspecified),i,i,57,4%,2%,2%,-2,1005,0.2,2,0.8%,-5.1,-0.3%
CN(C(=O)CN1C(=O)/C(=C/c2ccccc2Cl)SC1=S)C1CCS(=O)(=O)C1 (stereo unspecified),i,i,28,6%,8%,-6%,x,x,0.8,x,3.1%,x,u
O=C(CCN1C(=O)/C(=C/c2ccco2)SC1=S)Nc1ccc(C(=O)O)c(O)c1,i,i,65,56µM*,32%,-4%,x,x,1.0,x,1.3%,x,-0.3%
CC(=O)n1cc([C@@H]2C=C(C(=O)N3CCN(Cc4ccc5c(c4)OCO5)CC3)O[C@H](OCCCCO)C2)c2ccccc21,i,i,21,10%,7%,-3%,3,1148,0.7,4,6.0%,-0.5,0.3%
O=C(COC(=O)CCC(=O)c1ccc(F)cc1)Nc1ccc2[nH]c(=O)[nH]c2c1,x,i,29,11%,7%,5%,x,x,x,x,-0.1%,x,x
O=C1c2oc3ccccc3c(=O)c2C(c2cccs2)N1CCCN1CCOCC1 (stereo unspecified),i,i,57,15%,21%,2%,-4,775,0.9,-3,-1.0%,-5.0,0.3%
COc1ccc(Cl)cc1-c1n[nH]c(=S)o1,i,i,37,7%,12%,-12%,-5,x,0.6,-2,1.4%,x,0.2%
CCc1noc(C)c1C(=O)N(C)CC(=O)Nc1ccc(OC)cc1,i,i,55,17%,6%,5%,x,x,0.8,x,5.5%,x,x
CC(=O)c1ccc(S(=O)(=O)NCc2nnnn2-c2ccccc2)cc1,i,i,10,7%,14%,0%,x,x,2.7,x,1.3%,x,-0.1%
CCC(CO)NCCNC(CC)CO (stereo unspecified),x,i,20,11%,5%,-10%,-6,1157,x,-4,0.5%,0.7,-0.2%
CCc1cc2c(=O)c(-c3ccon3)c(N)oc2cc1OC,i,i,20,16%,7%,13%,25,1167,1.8,28,3.9%,0.4,-1.0%
COc1ccc(CCNC(=O)CCC(=O)N2CCOc3ccccc32)cc1OC,i,i,32,13%,2%,x,x,x,2.1,x,0.7%,x,-0.6%
CC(=O)Nc1nc2c(C)c(Cl)ccc2s1,i,i,33,22%,16%,-2%,x,1306,0.0,x,16%,1.1,0.2%
Clc1ccc(-c2nnc(-c3ccccc3)c(-c3c[nH]c4ccccc34)n2)cc1,i,i,34,3%,9%,1%,x,1311,1.2,x,0.4%,-1.3,-0.1%
NC(=O)COC(=O)c1cc(=O)[nH]c2ccc(S(=O)(=O)Nc3ccc(F)cc3)cc12,i,i,19,-8%,0%,8%,x,x,0.9,x,-0.2%,x,-0.3%
Cc1ccc(CNc2ncnc3cc(Cl)ccc23)cc1,i,i,68,-4%,6%,26%,x,x,1.0,x,2.4%,x,-0.5%
O=C1CCCc2c1nc(-c1ccccc1F)n2O,i,i,11,2%,-5%,-5%,x,1364,0.7,x,1.5%,-0.5,-0.1%
O=c1[nH]c2ccccc2c(O)c1-c1cc2ccccc2oc1=O,x,i,32,2%,x,0%,-12,1092,x,-11,0.2%,0.8,0.1%
CCCCNC(=O)c1sc2ncnc(N3CCc4ccccc4C3)c2c1C,i,i,30,16%,5%,2%,29,1409,8.8,-10,-0.6%,-2.0,-0.6%
CCn1nnnc1Oc1ccc(Cl)cc1,i,i,38,3%,2%,-4%,5,1045,0.7,1,1.1%,1.3,-0.6%
Cc1ccc(NC(=O)c2cc3c(=O)oc4ccc(C)cc4c3s2)nc1,x,i,18,9%,x,4%,x,1207,x,x,2.6%,-4.7,-0.5%
NNC(=O)/C=C/c1ccc(Cl)cc1Cl,i,i,52,7%,2%,-9%,8,1097,0.1,15,5.0%,-3.6,-0.8%
S=C(NCc1cccnc1)c1ccccc1,i,i,12,-6%,5%,14%,x,x,0.7,x,-0.1%,x,-0.1%
Cc1cc(C(=O)OCC(=O)Nc2cccc(S(N)(=O)=O)c2)c2ccccc2n1,i,i,38,3%,16%,-7%,x,1133,0.1,x,-0.5%,-1.7,0.1%
Cc1ccc(Sc2ncccc2COC(=O)Nc2c(C)cccc2C)cc1,i,i,42,20%,3%,1%,-2,1376,1.6,-17,7.6%,1.7,0.1%
Cc1nnc(NC(=O)c2ccc(S(=O)(=O)N(C)c3ccccc3)cc2)s1,i,i,33,x,4%,x,x,x,0.4,x,1.4%,x,x

# Screening data from PubChem.
